From PubChem BioAssay
Tn7 DDE FP – inhibitors of Tn7 peptide binding to human fibrin DD(E) | P02675 | FP displacement of FITC-Tn7 peptide from fibrin DD(E); 0% = median of compound wells per plate | inhibition, % at 8.3 µM | hit rate 0.13% among 370,000 | AID 720508;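 active = inhibition above the mean of compounds falling within the control limits plus 3 SD of them, cut at about 14% in these data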;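 note: 0% = plate median of compound wells and 100% = 10 µM Aha-Tn7 peptide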
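Assay system: Human fibrin DD(E) protein | Medium: Tris buffer with calcium and detergent, pH 7.8 | Reagent: 0.1 µM fluorescent Tn7 | Compound dosing: Single point at 8.3 µM | Times: 10 min preincubation, 3 h with tracer, room temperature | Detection: Fluorescence polarization of the labelled Tn7 tracer | Controls: Aha-Tn7 high control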
PLC-gamma1 inh – PLC-gamma1 (human) inhibition, primary screen | P19174 | AID 720700 | hit rate 0.84% among 370,000 | purified PLC-gamma1, fluorogenic substrate, fluorescence | inhibition, % at 12.2 µM; in the data active = inhibition above about 9.5%
NR1D1 modulator – Rev-erb alpha (human) modulation; activity, % at 10 µM; Rev-erbα–FITC-DNA binding, fluorescence polarization, 90 min; AID 1259318; hit rate 0.79% among 370,000; P20393;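 active = activity above about 14%, limit read from the data; passing the limit was not always enough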;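 note: 0% = DMSO wells with 35 nM protein and 100% = DMSO wells with 750 nM protein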
Target sequence (P20393 whole entry, looked up): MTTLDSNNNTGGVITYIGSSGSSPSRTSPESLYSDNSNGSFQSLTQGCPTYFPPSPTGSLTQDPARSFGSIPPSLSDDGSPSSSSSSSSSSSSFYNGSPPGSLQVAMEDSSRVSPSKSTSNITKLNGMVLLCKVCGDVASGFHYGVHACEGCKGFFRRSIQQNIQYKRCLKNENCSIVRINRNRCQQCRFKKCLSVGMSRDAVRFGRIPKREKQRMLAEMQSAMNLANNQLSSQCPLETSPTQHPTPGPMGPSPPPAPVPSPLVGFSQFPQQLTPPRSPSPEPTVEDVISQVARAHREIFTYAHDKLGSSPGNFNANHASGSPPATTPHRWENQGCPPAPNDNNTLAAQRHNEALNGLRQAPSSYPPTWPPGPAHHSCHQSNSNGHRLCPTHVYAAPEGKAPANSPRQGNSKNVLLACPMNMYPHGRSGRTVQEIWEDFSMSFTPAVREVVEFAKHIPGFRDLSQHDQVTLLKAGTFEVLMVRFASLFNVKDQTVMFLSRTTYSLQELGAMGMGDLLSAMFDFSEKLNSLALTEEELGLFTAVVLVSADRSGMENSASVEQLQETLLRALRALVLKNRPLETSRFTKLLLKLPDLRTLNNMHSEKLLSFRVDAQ
UHRF1 binding – blocks human UHRF1 binding to methylated DNA | Q96T88 | UHRF1 binding to methylated oligo, TR-FRET | inhibition, % at 4.4 µM | hit rate 0.75% among 370,000; in the data active = inhibition above about 21%;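 note: UHRF1 SRA domain binding a hemimethylated CpG hairpin DNA probe; 0% = median of test compound wells and 100% = reference inhibitor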
KLK7 zymogen act – activators of human kallikrein-7 zymogen | activation, % at 7 µM | purified proKLK7, EDANS-DABCYL substrate fluorescence; 100% is mature enzyme control, 0% vehicle | hit rate 0.9% among 370,000 | P49862;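 active = activation above the mean of all tested compounds plus 3 SD, computed per campaign excluding outliers beyond control limits, cut at about 13% in these data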
sPLA2-III inh – Blocks human group III sPLA2 activity; Q9NZ20; QFRET BODIPY PC-A2 liposome hydrolysis, fluorescence; inhibition, % at 12.2 µM; hit rate 0.56% among 370,000; AID 743126;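 active = inhibition above mean plus 3 SD of compounds lying within the high and low control bounds, cut at about 19% in these data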;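 note: 0% = median of test compound wells and 100% = no enzyme DMSO wells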
ARFGAP1 inh – inhibitors of rat ARFGAP1; Q62848; Arfgap1-stimulated ARF1 GTP hydrolysis, GDP FP detection; inhibition, % at 16.5 µM; hit rate 0.26% among 360,000; AID 651572;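 active = inhibition above a per-plate limit, mean inhibition of low control wells plus 3 SD, cut at about 25% in these data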;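 note: 0% = DMSO wells with enzyme and 100% = wells lacking Arfgap1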
Target sequence (Q62848 1-136 limits assumed): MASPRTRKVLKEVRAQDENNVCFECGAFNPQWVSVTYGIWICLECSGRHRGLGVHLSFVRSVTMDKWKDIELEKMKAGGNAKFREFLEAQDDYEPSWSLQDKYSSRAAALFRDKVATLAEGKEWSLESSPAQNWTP
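System: truncated rat Arfgap1 GAP domain / Medium: HEPES-based buffer, pH 7.5 / Also added: N-terminally truncated human ARF1-GTP substrate / Incubation: enzyme reaction 120 min at 25 °C after 20 min preincubation / Measured by: FP of antibody-bound GDP Alexa 633 tracer, ex 620/em 688 nm / Replicates: singlicate, each compound tested once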
Tn6 DDE FP – DD(E)-Tn6 binding inhibition, primary FP screen. Fibrin DD(E) TRITC-Tn6 fluorescence polarization displacement. inhibition, % at 8.3 µM. AID 720509. hit rate 0.21% among 370,000;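 active = inhibition above a per-campaign cutoff: mean of compounds within control limits plus 3 SD, cut at about 15% in these data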;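 note: 0% = median of all compound wells on the plate and 100% = blocking peptide control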
PLCb3 inh – inhibitors of human phospholipase C beta3; inhibition, % at 12.2 µM; Q01970; hit rate 0.18% among 370,000; Purified PLC-beta3, fluorogenic substrate, fluorescence; AID 720704; in the data active = inhibition above about 11%;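 note: 0% = median of compound wells on plate and 100% = full blocker control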
ASAP1 inh – ASAP1 ArfGAP inhibition | ASAP1-stimulated ARF1 GTP hydrolysis, GDP FP detection | inhibition, % at 16.5 µM | hit rate 0.19% among 360,000 | AID 624377; in the data active = inhibition above about 25%;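 note: 0% = vehicle with enzyme and substrate and 100% = no enzyme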
The depositor's hits bear a star; · = no result given; & = joins results of further samples.

Start of the data: the first 4 entries, to show the layout:
compound,Tn7 DDE FP,PLC-gamma1 inh,NR1D1 modulator,UHRF1 binding,KLK7 zymogen act,sPLA2-III inh,ARFGAP1 inh,Tn6 DDE FP,PLCb3 inh,ASAP1 inh
Brc1ccc2nc(-c3ccco3)c(Cc3ccsc3)n2c1,-2,-14,-15,3,-0.7,1,14,0,-19,-8
Cc1ccsc1C(=O)NNC(=O)COc1ccccc1Cl,-10,5,-3,1,0.3,2,3,7,-8,6
COc1ccc(S(=O)(=O)NCCC(=O)OCC(=O)c2ccc[nH]2)cc1[N+](=O)[O-],-4,1,-4,-1,-0.6,-14,5,-3,-7,1
C=CCNC(=O)CC1C(=O)NCCN1Cc1c(F)cccc1Cl (configuration not stated),3,-1,-5,-2,-0.1,-2,-10,-4,1,-3

The list itself, previewed entries included:
compound,Tn7 DDE FP,PLC-gamma1 inh,NR1D1 modulator,UHRF1 binding,KLK7 zymogen act,sPLA2-III inh,ARFGAP1 inh,Tn6 DDE FP,PLCb3 inh,ASAP1 inh
Brc1ccc2nc(-c3ccco3)c(Cc3ccsc3)n2c1,-2,-14,-15,3,-0.7,1,14,0,-19,-8
Cc1ccsc1C(=O)NNC(=O)COc1ccccc1Cl,-10,5,-3,1,0.3,2,3,7,-8,6
COc1ccc(S(=O)(=O)NCCC(=O)OCC(=O)c2ccc[nH]2)cc1[N+](=O)[O-],-4,1,-4,-1,-0.6,-14,5,-3,-7,1
C=CCNC(=O)CC1C(=O)NCCN1Cc1c(F)cccc1Cl (configuration not stated),3,-1,-5,-2,-0.1,-2,-10,-4,1,-3
O=C(C(=O)N1CCN(c2ccncc2)CC1)c1cccc(Br)c1,-5,-3,-10,-2,0.6,-14,-4,-6,-4,-1
Cc1ccc(Br)c(NS(=O)(=O)c2cccc(C(=O)N3CCNC(=O)C3)c2)c1,-10,-3,2,1,0.1,-2,-22,-2,-3,5
O=c1[nH]cnc2ncc(-c3ccc(O)cc3)nc12,-6,-1,1,1,-0.8,3,0,-2,-4,-13
COc1ccc(C(=O)NCCS(=O)(=O)NCc2ccc(F)cc2)cc1,0,3,3,4,0.0,8,12,-6,-9,16

Single records, as listed above:
Brc1ccc2nc(-c3ccco3)c(Cc3ccsc3)n2c1 is listed as Tn7 DDE FP = -2; PLC-gamma1 inh = -14; NR1D1 modulator = -15; UHRF1 binding = 3; KLK7 zymogen act = -0.7; sPLA2-III inh = 1; ARFGAP1 inh = 14; Tn6 DDE FP = 0; PLCb3 inh = -19; ASAP1 inh = -8
Cc1ccsc1C(=O)NNC(=O)COc1ccccc1Cl is listed as Tn7 DDE FP = -10; PLC-gamma1 inh = 5; NR1D1 modulator = -3; UHRF1 binding = 1; KLK7 zymogen act = 0.3; sPLA2-III inh = 2; ARFGAP1 inh = 3; Tn6 DDE FP = 7; PLCb3 inh = -8; ASAP1 inh = 6
COc1ccc(C(=O)NCCS(=O)(=O)NCc2ccc(F)cc2)cc1 is listed as Tn7 DDE FP = 0; PLC-gamma1 inh = 3; NR1D1 modulator = 3; UHRF1 binding = 4; KLK7 zymogen act = 0.0; sPLA2-III inh = 8; ARFGAP1 inh = 12; Tn6 DDE FP = -6; PLCb3 inh = -9; ASAP1 inh = 16

(list continues)
compound,Tn7 DDE FP,PLC-gamma1 inh,NR1D1 modulator,UHRF1 binding,KLK7 zymogen act,sPLA2-III inh,ARFGAP1 inh,Tn6 DDE FP,PLCb3 inh,ASAP1 inh
COc1ccc(NS(=O)(=O)c2cc(NC(=O)c3ccc(C)s3)ccc2N2CCOCC2)cc1,1,0,1,1,-0.4,-7,-8,4,-11,-4
O=C(NC1CCCN(Cc2ccc(Cl)cc2)C1)c1ccccc1-c1ncc[nH]1 (configuration not stated),-2,2,0,-1,0.6,-2,2,7,-1,11
O=C(Nc1ccccc1C(=O)N1CCCCC1)c1cc(F)c(F)cc1Cl,-2,1,5,-2,0.1,2,-5,0,-5,-5
CCc1nc(N[C@H](C(=O)O)C(C)CC)c2oc3ccccc3c2n1 (some centres not stated),2,-1,-3,0,0.6,6,-12,-3,-2,-1
CCN(CC)S(=O)(=O)c1ccc(NS(=O)(=O)c2cccs2)cc1,2,-1,-1,0,0.1,-9,9,6,0,-7
Cc1ccc(-c2noc(-c3cc(C(C)(C)C)nn3Cc3ccccc3)n2)cc1,2,5,0,-1,0.5,-2,3,1,-4,-5
Cc1ccc(S(=O)(=O)NCc2cccnc2)cc1C,0,1,1,0,-0.8,-2,-6,10,-4,-16
O=CNc1cc(-c2ccc(C(=O)NC3CC3)cc2)cn2c(-c3ccc(F)cc3)cnc12,-2,-71,-4,-4,-11,-11,5,-2,-104,3
O=C(c1ccc2c(c1)OCCO2)C1CCN(C(=O)c2ccc(F)c(F)c2)CC1,1,0,2,-3,0.2,-6,0,4,-1,-4
CCN(CC)CC(=O)Nc1sc(C)cc1C(=O)c1ccccc1,-1,2,5,1,-0.1,13,14,0,-8,-3
COc1ccc(CC(=O)NCc2cn3ccsc3n2)cc1,-5,1,0,3,0.0,-7,-10,4,-1,4
Cc1cc(C)c(OCC(=O)OCC(=O)N2CCc3ccccc3C2)c(C)c1,-2,0,7,1,0.1,0,10,6,-8,-3
COc1cc(/C=C(/C#N)c2nc3ccccc3[nH]2)ccc1OCC(=O)Nc1ccccc1C,-3,-14,1,4,-3.2,-2,1,1,-14,6
CN(Cc1c(C(=O)N/N=C/c2ccccc2)nnn1-c1nonc1N)C1CCCCC1,-1,-1,-6,-2,-0.5,2,2,1,-4,-4
COc1cc(F)cc(C2=CC(=O)C[C@H](c3ccc(F)cc3)C2)c1,-3,-7,6,-2,0.2,-5,5,5,-14,13
C/C(=N\NC(=O)C1COc2ccccc2O1)c1ccc(C)o1 (configuration not stated),6,-9,6,-1,-0.1,-10,-7,3,-7,0
Cc1nnc(SCC(=O)N2CCN(Cc3ccccc3)CC2)s1,2,1,4,-4,-1.1,1,-1,0,2,2
O=C(NCc1cccs1)c1cccnc1SCCS(=O)(=O)c1ccc(C(F)(F)F)cn1,-7,1,-1,-1,0.4,0,-3,-3,-2,-3
O=C(O)CC1S/C(=N/N=C/C=C/c2ccccc2)NC1=O (configuration not stated),4&-11,9&5,-1&5,0&10,0.1&0.0,-3&-1,9&-1,2&-3,5&3,9&-15
Cc1nnc(NC(=O)CC(CN(C)S(=O)(=O)c2ccccc2)c2ccccc2)s1 (configuration not stated),-2,2,-2,1,0.4,-10,-13,1,1,9
O=C(NC1=NCCS1)c1ccccc1OCc1ccccc1Cl,-5,1,3,1,0.5,-3,1,1,5,6
CN1CCN(C(=O)C23CC4CC(CC(C4)C2)C3)CC1,2,2,-4,-1,-0.2,6,6,-3,0,-1
COc1ccc(CN=CC2=C(O)CNC2=O)cc1OC,4,3,-2,-1,-0.6,6,-5,0,4,7
COC(=O)c1cccc(NC(=O)CSc2ncn[nH]2)c1,4,1,-4,-2,-0.3,-7,-4,11,-1,-3
Cc1cc2nc(N=C(N)N)nc(C)c2cc1C,-4,-17,-6,-6,-2.0,2,-6,3,-18,7
N#Cc1cccc(-n2cc(COC(=O)NCCc3ccccc3)nn2)c1,-8,4,2,1,-0.5,3,·,2,-1,·
Cc1csc(=O)n1CC(=O)OCC(=O)c1c(N)n(CC(C)C)c(=O)n(C)c1=O,3,0,-4,-3,-0.7,-1,-2,3,-4,-3
Cc1ccc(C(=O)N/C(=C/c2ccco2)C(=O)NCCc2c[nH]c3ccccc23)cc1C,5,-4,-3,0,-0.7,-48,9,3,-5,2
Cc1ccc(N=C2NC(=O)CS2)cc1,-6,4,-2,-2,0.2,1,21,-4,-1,-5
COc1ccc(N(C(=O)c2snc(C(N)=O)c2N)C(C(=O)NCc2ccccc2)c2ccc(O)cc2)cc1OC (configuration not stated),4,-8,6,0,-0.5,-9,4,5,-14,1
CCCCCCCCNS(=O)(=O)CCNC1CCCCC1,0,0,3,12,-0.5,-7,4,-4,-2,-1
CC1(Cc2ccccc2OC(F)(F)F)C(=O)Nc2c(Cl)ccc(Cl)c21 (configuration not stated),-2,-3,9,3,0.5,-14,-1,-5,0,0
COC(=O)Nc1ccc2c(c1)ncn2C1CCCCC1,1,-1,5,1,0.6,0,6,-5,0,-10
COc1ccc(C2C3=C(N=C4SCC(=O)N42)c2ccccc2CC3)cc1OC (configuration not stated),-8,-24,2,-3,-1.0,-16,-15,-2,-42,-5
CCOc1cc(/C=N/O)ccc1OCC(=O)Nc1cccc(C)c1,7,-1,-4,0,-0.3,-19,-3,1,3,-5
OC(CNCC(c1ccco1)N1CCCCC1)c1ccccc1 (configuration not stated),6,0,-4,0,-0.5,0,-7,0,-1,-3
COc1ccccc1NC(=S)NCc1ccccn1,-2,-12,0,-3,-0.1,4,0,-1,-12,8
COc1ccc(C(=O)N/C(=C\c2cn(C)c3ccccc23)C(=O)NCCN2CCOCC2)cc1OC,-2,-14,4,-3,0.5,-5,-12,-1,-24,-12
S=C(NCCc1ccccc1)NN=C1CCCCCC1,-1,2,-4,0,0.1,3,-5,2,0,1
Cc1ccc(OCCn2c(CCNC(=O)C3CCCCC3)nc3ccccc32)cc1,2,7,5,-2,·,1,·,-3,9,·
Cc1ccc(S(=O)(=O)N2CCCC(CCC(=O)NCc3ccccc3F)C2)s1 (configuration not stated),9,0,0,4,0.0,0,5,0,-4,-2
